TcdB inh = blocks C. difficile toxin B glycohydrolase activity; AID 652162; inhibition, % at 9.99 µM; P18177; TcdB glycohydrolase enzymatic assay, plate reader; 350,000 tested, 0.24% active; in the data active = inhibition above about 10%
Target sequence (P18177 whole entry, looked up): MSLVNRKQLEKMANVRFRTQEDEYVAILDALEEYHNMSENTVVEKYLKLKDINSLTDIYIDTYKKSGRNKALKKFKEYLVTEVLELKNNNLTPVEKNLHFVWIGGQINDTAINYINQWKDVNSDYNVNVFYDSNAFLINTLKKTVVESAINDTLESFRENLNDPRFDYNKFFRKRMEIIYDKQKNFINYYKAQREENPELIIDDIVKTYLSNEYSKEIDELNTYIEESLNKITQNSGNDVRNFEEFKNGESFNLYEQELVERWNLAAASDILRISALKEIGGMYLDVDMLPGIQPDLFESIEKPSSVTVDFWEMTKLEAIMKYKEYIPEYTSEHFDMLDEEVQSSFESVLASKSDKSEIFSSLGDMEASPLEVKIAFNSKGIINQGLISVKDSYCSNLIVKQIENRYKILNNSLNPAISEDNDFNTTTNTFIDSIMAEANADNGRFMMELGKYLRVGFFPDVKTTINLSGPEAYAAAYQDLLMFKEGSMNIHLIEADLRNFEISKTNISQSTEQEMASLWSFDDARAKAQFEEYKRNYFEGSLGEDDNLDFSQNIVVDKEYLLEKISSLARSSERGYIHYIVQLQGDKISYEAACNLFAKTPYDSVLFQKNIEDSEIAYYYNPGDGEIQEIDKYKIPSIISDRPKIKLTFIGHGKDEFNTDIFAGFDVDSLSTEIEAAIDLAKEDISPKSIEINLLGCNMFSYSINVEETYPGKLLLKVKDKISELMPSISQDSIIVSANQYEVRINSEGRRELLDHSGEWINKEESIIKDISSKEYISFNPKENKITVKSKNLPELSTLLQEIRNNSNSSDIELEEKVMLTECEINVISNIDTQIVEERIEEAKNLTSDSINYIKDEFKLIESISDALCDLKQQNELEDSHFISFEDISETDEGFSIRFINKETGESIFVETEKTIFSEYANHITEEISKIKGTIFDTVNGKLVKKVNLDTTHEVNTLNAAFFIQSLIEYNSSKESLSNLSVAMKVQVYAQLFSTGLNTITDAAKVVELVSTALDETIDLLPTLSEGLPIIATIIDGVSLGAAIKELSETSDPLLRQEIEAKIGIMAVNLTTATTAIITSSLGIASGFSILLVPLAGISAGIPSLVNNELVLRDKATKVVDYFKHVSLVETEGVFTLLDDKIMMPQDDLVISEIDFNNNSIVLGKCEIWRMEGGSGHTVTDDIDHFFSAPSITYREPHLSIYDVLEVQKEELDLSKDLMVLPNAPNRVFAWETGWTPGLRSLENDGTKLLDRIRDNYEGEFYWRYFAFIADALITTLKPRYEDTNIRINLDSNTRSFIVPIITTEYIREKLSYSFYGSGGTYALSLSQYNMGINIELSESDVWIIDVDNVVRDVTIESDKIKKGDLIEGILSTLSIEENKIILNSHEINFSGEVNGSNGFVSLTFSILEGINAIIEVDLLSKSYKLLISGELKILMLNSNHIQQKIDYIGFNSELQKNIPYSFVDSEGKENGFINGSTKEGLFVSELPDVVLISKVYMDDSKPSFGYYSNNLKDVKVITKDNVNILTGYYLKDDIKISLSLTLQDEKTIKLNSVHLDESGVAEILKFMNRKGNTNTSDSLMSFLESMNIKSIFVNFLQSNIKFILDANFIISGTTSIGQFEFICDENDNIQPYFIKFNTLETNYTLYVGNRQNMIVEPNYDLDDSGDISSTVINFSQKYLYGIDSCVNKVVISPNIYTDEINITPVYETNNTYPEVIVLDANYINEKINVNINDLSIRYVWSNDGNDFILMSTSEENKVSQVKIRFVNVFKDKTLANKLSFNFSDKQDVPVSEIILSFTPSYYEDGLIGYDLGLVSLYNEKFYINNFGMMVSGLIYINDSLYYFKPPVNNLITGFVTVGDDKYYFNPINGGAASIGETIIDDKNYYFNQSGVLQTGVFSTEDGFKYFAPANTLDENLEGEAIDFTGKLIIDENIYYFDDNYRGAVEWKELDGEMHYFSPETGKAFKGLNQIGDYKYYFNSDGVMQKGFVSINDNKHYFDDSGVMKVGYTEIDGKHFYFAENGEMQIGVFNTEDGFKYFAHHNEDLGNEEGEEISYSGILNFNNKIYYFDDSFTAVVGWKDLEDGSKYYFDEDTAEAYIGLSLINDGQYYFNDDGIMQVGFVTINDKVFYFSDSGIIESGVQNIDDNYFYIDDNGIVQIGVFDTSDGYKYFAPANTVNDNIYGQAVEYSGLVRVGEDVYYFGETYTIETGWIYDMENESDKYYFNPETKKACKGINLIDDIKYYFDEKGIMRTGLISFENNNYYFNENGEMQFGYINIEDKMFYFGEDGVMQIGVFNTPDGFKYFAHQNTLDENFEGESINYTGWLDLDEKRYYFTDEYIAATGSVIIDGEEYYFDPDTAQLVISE
* hit, by the source's call. An excerpt (hit frequency here may not be typical).

SMILES	TcdB inh
C[C@@H]1CN([C@H](C)CO)C(=O)c2cc(NC(=O)CCCN(C)C)ccc2O[C@@H](C)CCCCO[C@H]1CN(C)S(=O)(=O)c1ccc(Cl)cc1	0.8
O=C(NC1Cc2ccccc2C1)[C@@H]1[C@@H](CO)[C@@H]2Cn3c(cccc3=O)[C@H]1N2C(=O)CC1CC1	-0.7
C[C@H](CO)N1C[C@H](C)[C@H](CN(C)C)Oc2cc(-c3cccc(F)c3)ccc2S1(=O)=O	0.9
Cc1ccc(S[C@]2(C(=O)NC(C)C)CC(=O)N(C3CCCCC3)[C@@H]2c2ccc(CO)cc2I)cc1	0.7
N#C[C@H]1[C@@H](c2ccccc2-c2ccc(F)cc2)[C@H](CO)N1C(=O)Cc1cccnc1	0.5
CCC(=O)Nc1ccc2c(c1)C(=O)N(C)C[C@@H](OC)[C@H](C)CN(C(C)=O)[C@H](C)CO2	-1.7
Cc1noc(C)c1NC(=O)Nc1cccc2c1O[C@@H](CN(C)S(C)(=O)=O)[C@@H](C)CN([C@@H](C)CO)C2=O	-2.3
O=C(Nc1ccccc1F)N1C[C@@H]2[C@H](c3ccccc31)[C@@H](CO)N2C(=O)Nc1ccccc1	0.5
C[C@H](CO)N1C[C@H](C)[C@H](CN(C)C(=O)CN(C)C)Oc2cc(C#CCC3CCCC3)ccc2S1(=O)=O	2.2
O=C(CN1CCOCC1)N[C@H]1CC[C@@H](CCn2cc(C3CC3)nn2)O[C@@H]1CO	-0.2
Cc1ccccc1S(=O)(=O)N[C@H]1CC[C@H](CCNS(=O)(=O)c2cccc(F)c2)O[C@H]1CO	-1.7
C[C@@H]1CN([C@@H](C)CO)C(=O)c2cccc(NC(=O)Nc3ccccc3)c2O[C@H]1CN(C)C(=O)Nc1ccc(C(F)(F)F)cc1	0.8
Cc1ccc(S(=O)(=O)N[C@H]2CC[C@@H](CCn3cc(C4CC4)nn3)O[C@H]2CO)cc1	1.6
CCCNC(=O)N(C)C[C@H]1Oc2ncc(-c3ccncc3)cc2C(=O)N([C@@H](C)CO)C[C@H]1C	0.2
CNC[C@H]1Oc2cc(C#Cc3ccccn3)ccc2S(=O)(=O)N([C@H](C)CO)C[C@@H]1C	0.1
C[C@H](CO)N1C[C@H](C)[C@H](CN(C)Cc2ccc3c(c2)OCO3)Oc2cc(-c3cccc(C(=O)N(C)C)c3)ccc2S1(=O)=O	-1.3
Cc1noc(C)c1S(=O)(=O)Nc1ccc2c(c1)C(=O)N([C@@H](C)CO)C[C@@H](C)[C@H](CN(C)C(=O)Nc1ccc(C(F)(F)F)cc1)OCCCC[C@@H](C)O2	0.5
C[C@@H]1CN([C@H](C)CO)C(=O)c2cc(NS(=O)(=O)c3ccc(F)cc3)ccc2O[C@H]1CN(C)Cc1ccc(Oc2ccccc2)cc1	-0.8
COc1ccc(S(=O)(=O)N(C)C[C@@H]2Oc3c(NC(=O)NC(C)C)cccc3C(=O)N([C@@H](C)CO)C[C@H]2C)cc1	-0.1
CCCNC(=O)N(C)C[C@H]1Oc2cc(-c3ccccc3)ccc2S(=O)(=O)N([C@H](C)CO)C[C@H]1C	0.1
C[C@@H]1CN([C@H](C)CO)C(=O)c2cc(NS(=O)(=O)c3ccc(Cl)cc3)ccc2O[C@@H]1CN(C)C(=O)NC1CCCCC1	0.8
CN1[C@@H]2c3ccc(-c4ccccc4F)c(=O)n3C[C@@H]2[C@@H](CO)[C@@H]1C(=O)Nc1nccs1	-0.3
CO[C@H]1CN(C)C(=O)c2cc(NC(C)=O)ccc2OC[C@@H](C)N(S(C)(=O)=O)C[C@@H]1C	-0.7
O=C(c1cccnc1)N1CC2(C1)[C@H](c1ccccc1)[C@H](CO)N2CC1CC1	-0.5
C[C@@H]1CN([C@@H](C)CO)C(=O)c2cc(NC(=O)Nc3ccc(F)cc3)ccc2O[C@@H]1CN(C)S(=O)(=O)c1ccc(F)cc1	-0.9

Random excerpt: two records from the list.
SMILES	TcdB inh
CCCNC(=O)N(C)C[C@H]1Oc2ncc(-c3ccncc3)cc2C(=O)N([C@@H](C)CO)C[C@H]1C	0.2
CCC(=O)Nc1ccc2c(c1)C(=O)N(C)C[C@@H](OC)[C@H](C)CN(C(C)=O)[C@H](C)CO2	-1.7

Next part:
SMILES	TcdB inh
CN1CCN(C(=O)C[C@H]2CC[C@H]3[C@@H](COC[C@@H](O)CN3Cc3cccc(Cl)c3)O2)CC1	-3.5
COc1ccc2c3c([nH]c2c1)[C@@H](CO)N(C(C)=O)CC31CN(C(C)=O)C1	2.3
Cc1ccc(OC(=O)N(C)C[C@H]2OCc3ccccc3-c3ccccc3C(=O)N([C@H](C)CO)C[C@H]2C)cc1	1.4
C[C@H](CO)N1C[C@H](C)[C@@H](CN(C)C(=O)c2ccc(F)cc2)Oc2ncc(/C=C/c3ccccc3)cc2C1=O	0.4
CCCNC(=O)N(C)C[C@H]1Oc2cc(C#Cc3cccc(F)c3)ccc2S(=O)(=O)N([C@@H](C)CO)C[C@@H]1C	0.3
C[C@H](CO)N1C[C@H](C)[C@@H](CN(C)C(=O)C2CCCCC2)Oc2ncc(-c3cccc(C#N)c3)cc2C1=O	0.8
COC(=O)[C@H]1[C@H](CO)[C@H]2Cn3c(ccc(-c4cccnc4)c3=O)[C@H]2N1Cc1ccccc1F	0.6
CO[C@@H]1CC[C@H]2CCN(C)C(=O)[C@@H](C)N(C)C(=O)c3cccc(C#N)c3OC[C@H]1O2	0.0
C[C@H](CO)N1C[C@H](C)[C@@H](CN(C)Cc2ccc(C(=O)Nc3ccccc3N)cc2)Oc2c(NC(=O)Nc3ccc4c(c3)OCO4)cccc2C1=O	-0.2
Cc1noc(C)c1S(=O)(=O)Nc1ccc2c(c1)C(=O)N([C@H](C)CO)C[C@@H](C)[C@H](CN(C)Cc1ccc(C(F)(F)F)cc1)OCCCC[C@H](C)O2	-0.5
CCS(=O)(=O)Nc1ccc2c(c1)C(=O)N(C)C[C@H](OC)[C@H](C)CN(C(=O)NC(C)C)[C@@H](C)CO2	0.4
C[C@@H]1CN([C@H](C)CO)C(=O)Cc2cc(NC(=O)Nc3ccccc3)ccc2O[C@@H]1CN(C)C	-0.3
CC=Cc1ccc2n(c1=O)C[C@@H]1[C@@H](CO)[C@H](C(=O)N(C)C)N(CCC)[C@H]21 (mixture of isomers)	-0.3
C[C@@H]1CCCCO[C@H](CN(C)S(=O)(=O)c2cn(C)cn2)[C@@H](C)CN([C@@H](C)CO)C(=O)c2cc(NC(=O)CCCN(C)C)ccc2O1	0.8
C[C@H](CO)N1C[C@H](C)[C@@H](CN(C)Cc2ccc(Cl)c(Cl)c2)Oc2ccc(NC(=O)c3ccncc3)cc2C1=O	-0.5
COc1ccc(NC(=O)N(C)C[C@H]2Oc3c(NC(=O)CCCCCC(=O)Nc4ccccc4N)cccc3C(=O)N([C@@H](C)CO)C[C@H]2C)cc1	-1.3
C[C@H](CO)N1C[C@H](C)[C@H](CN(C)C(=O)C2CCC2)Oc2cc(C#C[C@@H](C)O)ccc2S1(=O)=O	-3.1
Cc1noc(C)c1NC(=O)N(C)C[C@@H]1Oc2ccc(NS(=O)(=O)c3cn(C)cn3)cc2CC(=O)N([C@@H](C)CO)C[C@H]1C	1.1
C[C@H]1CN([C@@H](C)CO)C(=O)CCCn2nncc2CO[C@@H]1CN(C)C(=O)Nc1ccc(-c2cccs2)cc1	0.5
O=C(c1cccc(F)c1)N1C[C@H]2[C@@H](c3ccccc31)[C@H](CO)N2C(=O)C1CCCCC1	1.2
C[C@@H]1CN([C@H](C)CO)C(=O)Cc2cc(N(C)C)ccc2O[C@H]1CN(C)S(=O)(=O)c1ccc(Cl)cc1	-2.3
COC(=O)[C@@H]1[C@@H](CO)[C@@H]2Cn3c(ccc(C4=CCCCC4)c3=O)[C@H]1N2CC1CCCC1	-0.8
COc1ccc(S(=O)(=O)N(C)C[C@H]2Oc3c(NC(=O)c4ccc(-c5nccs5)cc4)cccc3C(=O)N([C@H](C)CO)C[C@@H]2C)cc1	0.7
O=C(C[C@@H]1CC[C@@H]2[C@H](COC[C@@H](O)CN2C(=O)c2cnccn2)O1)NCc1ccc(Cl)cc1	0.0
Cc1cc(C(=O)Nc2cccc3c2O[C@H](CN(C)C(=O)NC(C)C)[C@@H](C)CN([C@H](C)CO)C3=O)n(C)n1	1.0

No new results follow: an excerpt of the list.
SMILES	TcdB inh
O=C(C[C@@H]1CC[C@@H]2[C@H](COC[C@@H](O)CN2C(=O)c2cnccn2)O1)NCc1ccc(Cl)cc1	0.0
Cc1cc(C(=O)Nc2cccc3c2O[C@H](CN(C)C(=O)NC(C)C)[C@@H](C)CN([C@H](C)CO)C3=O)n(C)n1	1.0

Next section.
> CCCN(C)C[C@@H]1Oc2cc(C#CCN(C)C)ccc2S(=O)(=O)N([C@H](C)CO)C[C@@H]1C
- TcdB inh: -1.1
> Cc1ccccc1-c1ccc2c(c1)O[C@@H](CN(C)C(=O)Nc1ccc(F)cc1)[C@@H](C)CN([C@@H](C)CO)S2(=O)=O
- TcdB inh: 0.0
> Cc1noc(C)c1S(=O)(=O)Nc1cccc2c1O[C@H](CN(C)CC1CCCCC1)[C@H](C)CN([C@H](C)CO)C2=O
- TcdB inh: -0.4
> CS(=O)(=O)N1CCCCN2[C@@H](CO)[C@@H](c3ccc(-c4cccc(C#N)c4)cc3)[C@@H]2C1
- TcdB inh: -0.6
> CN1c2ccc(-c3cccc(C#N)c3)cc2[C@@H]2[C@@H](CCN2C(=O)Cc2ccccn2)[C@@H]1CO
- TcdB inh: 0.8
> O=C(C[C@H]1CC[C@H]2[C@@H](COC[C@@H](O)CN2C(=O)Nc2ccccc2)O1)NCCc1ccncc1
- TcdB inh: 0.5
> COc1ccccc1-c1ccc2n(c1=O)C[C@@H]1[C@@H](CO)[C@H](C(=O)NCCCN(C)C)N(C(C)=O)[C@H]21
- TcdB inh: 1.0
> CNC[C@@H]1Oc2c(NC(=O)Nc3ccccc3)cccc2C(=O)N([C@H](C)CO)C[C@H]1C
- TcdB inh: -0.1
> C[C@@H]1CN([C@H](C)CO)C(=O)Cc2cc(NS(=O)(=O)c3cccs3)ccc2O[C@@H]1CN(C)Cc1ccccc1
- TcdB inh: 1.8
> C[C@H]1CN([C@@H](C)CO)C(=O)c2cccc(NC(=O)Nc3ccc(F)cc3)c2O[C@H]1CN(C)S(=O)(=O)c1ccc(F)cc1
- TcdB inh: 2.3
> Cc1ccc(S(=O)(=O)Nc2ccc3c(c2)C(=O)N([C@@H](C)CO)C[C@H](C)[C@@H](CN(C)CC2CCCCC2)OCCCC[C@H](C)O3)cc1
- TcdB inh: 0.6
> Cc1ccccc1S(=O)(=O)N1C[C@H](O)COC[C@H]2O[C@@H](CC(=O)N3CCN(C)CC3)CC[C@@H]21
- TcdB inh: -0.3
> O=C(C[C@H]1C[C@H]2c3cc(NC(=O)CC4CC4)ccc3O[C@H]2[C@@H](CO)O1)NCc1ccc2c(c1)OCO2
- TcdB inh: -18
> Cc1noc(C)c1NC(=O)Nc1ccc2c(c1)CC(=O)N([C@H](C)CO)C[C@@H](C)[C@H](CN(C)Cc1ccc3c(c1)OCO3)O2
- TcdB inh: -1.4
> C[C@H](CO)N1C[C@H](C)[C@@H](CN(C)S(=O)(=O)c2cn(C)cn2)Oc2ccc(N(C)C)cc2C1=O
- TcdB inh: -3.5

> O=C(C[C@H]1CC[C@H](NC(=O)C2CCC2)[C@@H](CO)O1)NCC1CC1
- TcdB inh: -1.2
> C[C@H](CO)N1C[C@H](C)[C@H](CN(C)C(=O)NC2CCCCC2)Oc2c(NC(=O)C3CC3)cccc2C1=O
- TcdB inh: -0.3
> CO[C@@H]1CN(C)C(=O)c2ccc(NC(C)=O)cc2OC[C@@H](C)N(Cc2cccnc2)C[C@H]1C
- TcdB inh: 0.6
> CO[C@@H]1CN(C)C(=O)c2ccc(NC(=O)c3ccccc3F)cc2OC[C@H](C)N(C(=O)c2ccccc2F)C[C@H]1C
- TcdB inh: 0.1
> C[C@@H]1CN([C@H](C)CO)C(=O)c2cccc(NC(=O)Nc3ccc(F)cc3)c2O[C@H]1CN(C)Cc1ccc(C(=O)Nc2ccccc2N)cc1
- TcdB inh: -0.3
> C/C=C/c1ccc2c(c1)O[C@H](CN(C)C(=O)NC(C)C)[C@H](C)CN([C@@H](C)CO)S2(=O)=O
- TcdB inh: -0.3
> CCNC(=O)C[C@H]1CC[C@H](NC(=O)C2CCOCC2)[C@@H](CO)O1
- TcdB inh: 0.2
> CO[C@H]1CN(C)C(=O)c2cc(NS(=O)(=O)c3ccccc3)ccc2OC[C@@H](C)NC[C@@H]1C
- TcdB inh: -0.2
> C[C@@H]1CN([C@@H](C)CO)S(=O)(=O)c2ccc(C#Cc3ccccc3F)cc2O[C@@H]1CN(C)CC1CC1
- TcdB inh: -0.6
> O=C(C[C@@H]1C=C[C@H](NC(=O)Nc2ccc(F)cc2)[C@@H](CO)O1)NCCN1CCCC1
- TcdB inh: -0.5
> C[C@H](NC(=O)C[C@@H]1C[C@H]2c3cc(NS(=O)(=O)c4ccc(F)cc4)ccc3O[C@H]2[C@H](CO)O1)c1ccccc1
- TcdB inh: -0.6
> Cc1ccc(S(=O)(=O)Nc2ccc3c(c2)CC(=O)N([C@@H](C)CO)C[C@@H](C)[C@@H](CN(C)Cc2ccc(-c4ccccc4)cc2)O3)cc1
- TcdB inh: 0.3
> C[C@@H]1CCCCO[C@H](CN(C)C)[C@@H](C)CN([C@H](C)CO)C(=O)c2cc(NS(=O)(=O)c3ccc(F)cc3)ccc2O1
- TcdB inh: -1.6
> Cc1ccc(S(=O)(=O)N(C)C[C@H]2Oc3ccc(NC(=O)Cc4cn(C)c5ccccc45)cc3C(=O)N([C@H](C)CO)C[C@@H]2C)cc1
- TcdB inh: 0.2
> C[C@@H]1CN([C@@H](C)CO)C(=O)Cc2cc(NC(=O)Cc3cn(C)c4ccccc34)ccc2O[C@H]1CN(C)Cc1ccc(C(=O)Nc2ccccc2N)cc1
- TcdB inh: 0.7
> C[C@H](CO)N1C[C@H](C)[C@H](CN(C)S(=O)(=O)c2ccc(Cl)cc2)Oc2c(NC(=O)Nc3ccc(F)cc3)cccc2C1=O
- TcdB inh: -3.4

Some values from the list:
`CCNC(=O)C[C@H]1CC[C@H](NC(=O)C2CCOCC2)[C@@H](CO)O1` | TcdB inh = 0.2
`C[C@H](CO)N1C[C@H](C)[C@@H](CN(C)C(=O)C2CCCCC2)Oc2ncc(-c3cccc(C#N)c3)cc2C1=O` | TcdB inh = 0.8
